NR3A LBD binder: NR3A (human) ligand-binding domain modulation; 2.5% of 340,000 active; Tm shift relative to glycine control, % at 25 µM; NR3A LBD differential scanning fluorimetry, Tm shift; 0% = protein alone, 100% = glycine-bound protein;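 active = melting temperature shift of at least 10% of the positive control shift, at one fixed dose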
SENP1 FRET inh: SENP1 (human) catalytic domain inhibition; Q9P0U3; recombinant SENP1 catalytic domain, CyPet-SUMO1-YPet FRET cleavage; inhibition, % at 10 µM; 0.21% of 360,000 active; AID 624204;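 active = inhibition at least 30% at 10 µM, raw YFP signal under a set limit, fluorescence ratio 0.5 to 1.5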;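 note: 0% = enzyme with DMSO and 100% = no enzyme wells; some results filed as inactive read as strong as hits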
Target sequence (Q9P0U3 419-644 limits assumed): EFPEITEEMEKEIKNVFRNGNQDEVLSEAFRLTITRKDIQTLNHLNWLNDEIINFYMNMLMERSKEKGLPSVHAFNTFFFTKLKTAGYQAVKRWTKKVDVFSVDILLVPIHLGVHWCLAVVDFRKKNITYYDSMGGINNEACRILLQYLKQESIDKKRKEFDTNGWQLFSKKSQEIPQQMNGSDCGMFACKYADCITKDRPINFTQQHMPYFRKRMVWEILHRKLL
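Compound: 10 µM single point, 0.5% DMSO; Test system: hSENP1 catalytic domain, recombinant; Timing: 50 min reaction at room temperature; Technique: FRET, CFP and YFP emission; Control set: no-enzyme wells low, DMSO-plus-enzyme wells high control.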
SENP6 inh: blocks the human protease SENP6; Q9GZR1; Recombinant SENP6 catalytic domain, aminoluciferin luminescence; inhibition, % at 10 µM; 1.8% of 330,000 active; AID 2599;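 active = inhibition above about 50% at the single tested dose, limit read from the data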;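 note: plate controls were DMSO wells with enzyme for no effect and DMSO wells lacking enzyme for full effect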
ATG4B inhibitor: inhibitors of human ATG4B cysteine protease; Q9Y4P1; ATG4B cleavage of LC3-PLA2, NBD-HPC fluorescence, 1 h; inhibition, % at 8.33 µM; 0.51% of 340,000 active; AID 504462; in the data active = inhibition above about 40%
Target sequence (Q9Y4P1 whole entry, looked up): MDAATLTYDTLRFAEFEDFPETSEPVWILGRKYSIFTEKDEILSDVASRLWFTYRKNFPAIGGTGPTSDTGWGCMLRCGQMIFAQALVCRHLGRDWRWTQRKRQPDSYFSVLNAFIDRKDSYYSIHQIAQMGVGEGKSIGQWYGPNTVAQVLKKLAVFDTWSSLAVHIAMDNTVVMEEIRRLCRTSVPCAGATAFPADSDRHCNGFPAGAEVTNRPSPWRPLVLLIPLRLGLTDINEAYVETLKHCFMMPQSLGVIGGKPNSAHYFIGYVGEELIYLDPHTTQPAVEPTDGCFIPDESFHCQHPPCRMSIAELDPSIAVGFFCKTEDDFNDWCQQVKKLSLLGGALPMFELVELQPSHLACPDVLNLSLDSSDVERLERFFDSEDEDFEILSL
SENP8 inh: SENP8 (human) protease inhibition | recombinant SENP8, Nedd8 substrate fluorescence | inhibition, % at 20 µM | 0.64% of 360,000 active; in the data active = inhibition mostly above about 40%, no sharp cut-off; inactive = mostly below about 27%
Target sequence (Q96LD8 whole entry, looked up): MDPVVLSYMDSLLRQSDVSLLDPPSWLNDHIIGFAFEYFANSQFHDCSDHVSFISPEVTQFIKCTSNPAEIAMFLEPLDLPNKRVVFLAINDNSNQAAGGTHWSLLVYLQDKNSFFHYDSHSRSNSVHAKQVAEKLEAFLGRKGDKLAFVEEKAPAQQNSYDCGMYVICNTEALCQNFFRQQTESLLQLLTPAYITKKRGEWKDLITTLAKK
MPTP block: inhibitors of mitochondrial permeability transition pore; AID 602449; inhibition, % at 10 µM; 1.4% of 360,000 active; isolated mouse mitochondria, Ca2+ swelling absorbance, 30 min;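 active = inhibition of 50% or more, scaled per plate between neutral and stimulator controls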;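 note: 0% = DMSO wells given calcium and 100% = 1 mM EGTA wells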
PfG6PD inh: PfG6PD (Plasmodium falciparum) enzyme inhibition | PfGluPho enzyme, NADPH resazurin-diaphorase fluorescence | inhibition, % at 20 µM | 0.78% of 350,000 active | AID 504690;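 active = inhibition reaching at least a set limit at 20 µM in the primary screen, cut at about 59% in these data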;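 note: 0% = DMSO wells with substrate and 100% = DMSO wells lacking glucose-6-phosphate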
hIAP act: increases human intestinal alkaline phosphatase activity. purified human IAP, CDP-Star luminescence, 30 min; hits give high values; 1 = vehicle-only enzyme, 0 = enzyme-free background. P09923. activation factor at 10 µM. 0.16% of 330,000 active;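 active = activation factor of the enzyme at least 2-fold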; note: the source names both 10 and 20 µM as test concentration; values of inactives mirror those of a sister screen read the other way
Starred values were filed as active, the others as inactive; . = not tested or not shown.

Below each SMILES – NR3A LBD binder	SENP1 FRET inh	SENP6 inh	ATG4B inhibitor	SENP8 inh	MPTP block	PfG6PD inh	hIAP act
CSc1nccc(-c2c(-c3ccc(Cl)cc3)noc2C)n1
  1.0	-0.7	7.6	-4.3	-4.6	1.6	2.0	0.992
COc1ccc(C(=O)Nc2nc3ccccc3s2)cc1
  25.6*	3.6	95.5*	-3.6	-27.5	1.5	42.7	1.36
O=C(CNC1=NCCC1)c1ccc2c(c1)OCCO2
  -0.8	22.8	-10.4	-0.3	8.6	1.0	-5.3	0.779
CCOC(=O)CC1=C(C(=O)OCC)C(c2ccc(OC)cc2OC)C(C#N)=C(N)O1 (stereo not given)
  1.5	-2.8	-8.2	-5.6	-12.0	-0.5	-4.7	1.25
Cc1cccc(NC(=O)CSc2ccc(-c3ccccn3)nn2)c1C
  1.2	1.1	-3.0	-4.0	-36.8	-0.1	21.2	1.07
CC1C2CCC(C2)C1OC(=O)c1ccccc1C(=O)O (stereo not given)
  .	2.9	.	.	10.6	-1.8	4.5	.
O=C(NCCc1ccccc1)c1ccc(CS(=O)(=O)Cc2ccccc2F)o1
  0.6	-0.8	1.2	-3.0	8.8	-0.8	-6.5	0.913
COc1ccc(N(CC(=O)NCc2ccccc2)C(=O)Cn2nnc(-c3ccccc3F)n2)cc1OC
  2.2	0.1	-7.3	6.6	14.4	2.4	-6.4	1.16
CCN(CC)CCOC(=O)c1ccc(N/C=C(/C#N)c2nc(-c3ccc4c(c3)OCO4)cs2)cc1
  0.5	-12.9	-22.5	-2.6	-10.2	-1.4	10.2	0.832
OC(COC(c1ccc(Cl)cc1)c1ccc(Cl)cc1)CN1CCCC1 (stereo not given)
  -1.2	1.0	14.5	-5.2	16.0	-1.1	-20.3	0.976
Cc1cc(/C=C2/SC(=S)N(c3ccc([N+](=O)[O-])cc3)C2=O)c(C)n1-c1cccnc1
  0.5	-32.1	-11.8	2.2	23.9	94.7*	3.1	0.779
CCS(=O)(=O)N1CCN(c2ccc([N+](=O)[O-])c(NCc3cccnc3)c2)CC1
  -2.1	3.7	-18.5	-3.9	34.6	0.8	35.2	0.87
CN(Cc1ccccn1)C(=O)c1ccc2nc(Cc3cccc(Cl)c3)oc2c1
  0.1	-3.6	-6.6	22.7	0.6	0.7	-18.1	1.1
COC(=O)C1=C(O)/C(=C/c2ccc(OCC(=O)Nc3ccccc3)cc2)N=C1C
  0.3	-53.5	8.2	-15.2	-131.3	-3.2	17.9	0.9
CN(Cc1ccc(Cl)cc1Cl)C(=O)Cc1ccc(S(=O)(=O)N2CCOCC2)s1
  .	-2.8	.	.	10.8	0.0	-9.5	.
COc1cccc(CNC(=O)CCC2CCCN(C(=O)CCn3cncn3)C2)c1 (stereo not given)
  -0.6	1.6	6.1	0.4	3.0	-1.1	-2.3	0.922
CC1=CC2=NC(=O)CC(C)(C(=O)N(CC(=O)NC3CCCC3)Cc3ccc(Cl)cc3)N2C=C1 (stereo not given)
  2.6	-1.8	-21.9	-3.2	-307.6	0.1	10.4	0.943
O=C(CCC(=O)c1cccs1)NNC(=O)c1cc(Cl)ccc1Cl
  0.6	1.6	-1.5	-5.8	-16.4	-0.8	3.2	1.33
CCN(CC)S(=O)(=O)c1cccc(S(=O)(=O)c2cccc(S(=O)(=O)N(CC)CC)c2)c1
  7.2	0.3	-13.8	-1.0	8.5	1.8	5.5	0.897
COc1ccc(N2Nc3n[nH]c(N)c3N2)cc1
  -20.1	2.8	19.3	-14.7	50.8*	0.2	5.8	1.08

Copied from the list.
MPTP block, COc1ccc(N2Nc3n[nH]c(N)c3N2)cc1 → 0.2
SENP1 FRET inh, CSc1nccc(-c2c(-c3ccc(Cl)cc3)noc2C)n1 → -0.7

(list continues)
Below each SMILES – NR3A LBD binder	SENP1 FRET inh	SENP6 inh	ATG4B inhibitor	SENP8 inh	MPTP block	PfG6PD inh	hIAP act
O=C(OCc1cccc(F)c1)c1ccc2c(c1)-c1ccccc1C2=O
  -0.8	2.0	9.1	17.2	13.8	1.0	-6.7	1.12
CC1C=CCC2C(=O)N(c3cccc(C(=O)N4CCCCCC4)c3)C(=O)C12 (stereo not given)
  2.0	4.4	4.4	15.3	16.1	-1.3	-8.4	1
COc1ccccc1NC(=O)C(C)OC(=O)C1CC(=O)N(c2ccc3c(c2)OCCO3)C1 (stereo not given)
  -0.4	1.4	2.6	-6.9	6.5	-0.6	-1.4	1.02
O=C(CN1CCN(C(=O)N2CCOCC2)CC1)Nc1ccc(Br)cc1
  -1.3	1.0	-12.5	-9.2	40.9*	-0.8	3.6	0.866
Cc1cccc(C(=O)Oc2ccccc2/C=N/Nc2ccc([N+](=O)[O-])cc2)c1
  14.3*	-27.8	.	18.7	-53.3	67.0*	2.9	.
CC(C(=O)Nc1ccc(S(=O)(=O)N2CCOCC2)cc1)N1C(=O)C2CC=CCC2C1=O (stereo not given)
  -1.4	-3.6	-23.6	-2.3	5.6	-2.4	4.3	1.23
CCCCC(=O)N=c1sc2c(OC)ccc(OC)c2n1C
  -2.5	-2.9	-11.3	1.9	-13.3	1.5	-13.8	1.05
CC(=O)c1c(C)[nH]c(C(=O)COC(=O)c2cccnc2Cl)c1C
  -1.0	0.3	-4.2	1.6	7.0	-1.4	0.4	1.13
CC(=O)OC(COc1ccccc1)Cn1cnc2ccccc21 (stereo not given)
  -0.4	2.1	3.0	0.2	12.2	-0.9	9.7	0.911
COc1ccc(S(=O)(=O)N(C)CC(=O)N2CCCC2)cc1OC
  -0.7	2.0	-20.6	-3.1	11.5	-0.3	1.3	1.01
O=C(CN1CCOc2ccccc21)NC1CC1
  -2.2	-22.6	-7.3	8.6	-17.8	-1.0	12.2	1.03
Cc1cc(NC(=O)c2ccccc2F)ncc1NC(=O)c1cccs1
  -1.3	-8.2	21.9	6.1	-39.8	-1.2	4.5	0.9
CCOC(=O)N1CCN(CC(=O)Nc2ccc(Oc3ccccc3)cc2)CC1
  1.4	-0.4	0.1	-4.3	20.0	1.1	-9.9	1.1
CC1(C)CC(=O)C2=C(C1)OC(N)=C([N+](=O)[O-])C2c1cccs1 (stereo not given)
  -0.9	0.8	1.6	-6.4	14.0	-0.9	11.4	0.856
Cc1ccc(OCC(=O)Nc2ccc(N3CCOCC3)cc2)cc1
  0.5	-0.6	-4.7	-7.5	22.5	-0.9	9.6	0.836
COc1ccc(C(=O)NNC(=O)CCCCC(=O)NNC(=O)c2ccc(OC)cc2)cc1
  -1.9	3.3	21.4	-3.1	14.3	-1.7	-13.6	1.56
COc1ccc(C2C(Oc3ccccc3)C(=O)N2c2ccc(C)c(C)c2)cc1OC (stereo not given)
  -0.7	-1.0	-8.8	-10.7	19.0	4.5	81.3*	0.766
Cn1nccc1NC(=O)Nc1ccc(Cl)cc1
  -4.8	1.5	-9.0	-3.3	14.1	48.2	-6.0	1.14
COC(=O)C1CCN(Cc2cn(Cc3ccccc3)nc2-c2cc3ccccc3o2)CC1
  -0.9	0.8	-5.2	12.7	15.9	1.8	2.4	0.935
O=C(CNC(=O)c1ccccc1)OCc1nnc(-c2ccc(Cl)cc2)o1
  -0.7	3.5	-2.2	-2.7	7.8	-0.6	-12.1	1.09

Continued (2 carried over from the part before).
Below each SMILES – NR3A LBD binder	SENP1 FRET inh	SENP6 inh	ATG4B inhibitor	SENP8 inh	MPTP block	PfG6PD inh	hIAP act
COC(=O)C1CCN(Cc2cn(Cc3ccccc3)nc2-c2cc3ccccc3o2)CC1
  -0.9	0.8	-5.2	12.7	15.9	1.8	2.4	0.935
O=C(CNC(=O)c1ccccc1)OCc1nnc(-c2ccc(Cl)cc2)o1
  -0.7	3.5	-2.2	-2.7	7.8	-0.6	-12.1	1.09
NC(=O)COC(=O)c1ccc(Cl)c(S(=O)(=O)N2CCCCCC2)c1
  0.7	-0.2	9.4	-1.7	8.4	-1.4	3.5	0.987
CCOC(=O)N1CCN(CC(=O)Nc2c(C(=O)OC)[nH]c3ccc(Cl)cc23)CC1
  0.7	-0.5	-10.8	4.0	-427.2	3.1	11.4	0.937
O=C(CSc1ncnc2c1cnn2-c1ccccc1)NC1CCCC1
  1.1	1.1	33.4	-1.7	-106.5	1.2	-2.7	1.07
O=C(OCC(=O)N1CCOCC1)c1ccccc1Cc1ccccc1
  0.4	0.8	38.1	6.8	11.0	0.3	-5.6	1.06
C=CCc1cc(/C=C2/NC(=O)NC2=O)cc(OCC)c1O
  -0.6	2.5	6.1	-4.3	-425.5	1.5	30.3	0.971
COc1ccc(C2CC(c3ccccc3)=NN2C(=O)COC(=O)c2cnc(Cl)c(Cl)c2)cc1 (stereo not given)
  -1.8	1.1	-11.0	-2.4	17.9	-0.1	15.4	0.947
Cc1cccc(Nc2nc(-c3ccccc3)c(C(=O)Nc3cccnc3)s2)c1
  -0.3	-55.7	-9.0	1.4	-367.1	-0.5	35.9	0.9
CCCCn1c(N)c(N(CCOC)C(=O)COc2ccc(C(C)=O)cc2)c(=O)[nH]c1=O
  -1.9	-13.1	0.4	-0.5	-9.5	0.4	0.4	0.968
CCOc1ccc(CC(=O)NNC(=S)NC)cc1
  0.5	1.5	-0.1	4.9	26.4	1.0	-4.3	1.77
COc1ccc2c(CCNC(=O)/C=C/c3ccc(OC)c(OC)c3)c[nH]c2c1
  -1.0	1.7	-11.8	-10.7	-32.7	1.0	-1.5	1.16
CCOc1ccc(N/C(N)=N/c2nc(CSc3nnc(C)s3)cc(=O)[nH]2)cc1
  -2.9	-1.6	54.7*	7.4	25.0	5.7	-2.5	1.29
CCCn1c(=O)n(N)c2ccccc21
  -2.6	1.8	11.1	9.3	12.4	-0.9	21.4	0.85
O=C(NN1S(=O)(=O)c2ccccc2S1(=O)=O)c1ccc(Br)cc1
  -0.1	2.6	4.3	3.0	5.0	-1.5	-12.2	1.04
CC1CCN(S(=O)(=O)c2ccc(C(=O)Nc3nnc(C4=COCCO4)o3)cc2)CC1
  -5.2	-3.2	-1.2	-4.2	-0.8	-4.0	-17.1	1.16
COc1cc(C(=O)Nc2ccc(OCC(=O)O)cc2)cc(OC)c1OC
  4.4	-0.5	-15.8	-5.2	21.1	-1.3	5.1	0.993
Cc1ccc(SC2=C(Sc3ccc(C)cc3)C(=O)c3ccccc3C2=O)cc1
  -17.9	-9.0	62.1*	-3.6	-92.9	1.0	90.1*	0.779
Cc1nn(CC(=O)NCCCc2ccccc2)c(=O)c2cccn12
  -0.1	-3.0	-6.9	-2.7	12.9	-1.8	7.0	0.984
O=C(CN1C(=O)/C(=C2\SC(=S)N(C3CCS(=O)(=O)C3)C2=O)c2ccccc21)Nc1ccccc1 (stereo not given)
  0.7	-0.3	5.9	14.5	7.0	14.8	0.4	0.852
